Screens deposited in PubChem by several laboratories.
Mot1-301 SUMO: yeast Mot1-301 growth rescue at high temperature, primary screen, SUMOylation pathway inhibitor project, S. cerevisiae, ATP luminescence, 38.5C | 320,000 compounds, 1% hits | AID 2716, 2010 | S. cerevisiae Mot1-301 growth rescue; percent above DMSO median, 100 means doubled | growth rescue, % at 18.8 µM;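 active = every valid replicate shows activation above 250% relative to neutral control wells; inactive = the rest, any valid replicate at or below 250%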;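 also: OY570 slx delta 5 strain wells were the positive control but not used for scaling; some compounds called inactive have numbers as strong as hits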
E coli growth: E. coli V3065 growth inhibition, primary screen, counter-screen for AddAB inhibitor project, absorbance, OD600; 18 h; inhibition, % at 11.9 µM; 330,000 compounds, 0.27% hits;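 active = inhibition above the campaign's mean inhibition across all tested compounds plus 3 SD, cut at about 9.9% in these data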;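 also: uninfected addAB+ strain grown without phage in ampicillin broth; 0% = DMSO wells and 100% = ciprofloxacin 0.95 µg/ml wells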
HTR5A inv ag: HTR5A inverse agonists in luminescence cell assay, primary screen, counter-screen for OPRM1-OPRD1 heterodimer inverse agonist project, full-deck HTS | 5-hydroxytryptamine receptor 5A (Homo sapiens), P47898 | HTR5A cell line, inverse agonism | inhibition, % at 9.3 µM | 340,000 compounds, 0.083% hits | AID 504634, 2011; in the data active = inhibition mostly above about 23%, no sharp cut-off; inactive = mostly below about 18%;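 also: 0% = cells with DMSO and 100% = no-cell wells with DMSO; some compounds called inactive have numbers as strong as hits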
Target sequence (P47898 whole entry, looked up): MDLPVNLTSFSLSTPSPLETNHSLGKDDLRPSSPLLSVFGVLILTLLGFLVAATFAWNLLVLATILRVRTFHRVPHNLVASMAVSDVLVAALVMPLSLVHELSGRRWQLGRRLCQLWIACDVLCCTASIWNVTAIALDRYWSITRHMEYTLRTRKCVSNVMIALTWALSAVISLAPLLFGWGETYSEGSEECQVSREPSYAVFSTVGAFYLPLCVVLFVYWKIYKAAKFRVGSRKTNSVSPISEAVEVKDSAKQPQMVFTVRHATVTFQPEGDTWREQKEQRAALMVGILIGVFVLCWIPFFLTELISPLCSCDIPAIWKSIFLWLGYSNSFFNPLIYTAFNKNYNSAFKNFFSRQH
AddAB inh: growth inhibition of E. coli expressing H. pylori AddAB, primary screen, AddAB inhibitor project, absorbance; 330,000 compounds, 0.29% hits; AID 435030, 2010; inhibition, % at 11.9 µM; in the data active = inhibition above about 12%;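 also: 0% = vehicle wells of infected cells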
PKA-R2B act: activators of PKA-R2B holoenzyme, primary screen, biochemical, fluorescence polarization, Cy5-IP20, human; cAMP-dependent protein kinase catalytic subunit beta (Homo sapiens) + cAMP-dependent …; PKA-R2B holoenzyme dissociation; R2B truncated from residue 108, S112A mutant; 0% DMSO only, 100% 113 µM cGMP; activation, % at 11.4 µM; 340,000 compounds, 0.079% hits; AID 504700, 2011;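 active = activation above a cutoff set at the mean over all compounds plus 3 SD, cut at about 18% in these data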;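 also: higher means more holoenzyme dissociation and a rise in polarization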
DAGLB inhibitor: DAGLB lipase inhibitors, primary screen, biochemical, fluorescence, HTS. Diacylglycerol lipase-beta (Homo sapiens), Q8NCG7. HEK293T DAGLB membrane lysate, EnzChek fluorogenic substrate. inhibition, % at 5.17 µM. 340,000 compounds, 0.059% hits. AID 504411, 2011; in the data active = inhibition above about 34%;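 also: 0% = enzyme with vehicle and 100% = wells lacking enzyme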
Target sequence (Q8NCG7 whole entry, looked up): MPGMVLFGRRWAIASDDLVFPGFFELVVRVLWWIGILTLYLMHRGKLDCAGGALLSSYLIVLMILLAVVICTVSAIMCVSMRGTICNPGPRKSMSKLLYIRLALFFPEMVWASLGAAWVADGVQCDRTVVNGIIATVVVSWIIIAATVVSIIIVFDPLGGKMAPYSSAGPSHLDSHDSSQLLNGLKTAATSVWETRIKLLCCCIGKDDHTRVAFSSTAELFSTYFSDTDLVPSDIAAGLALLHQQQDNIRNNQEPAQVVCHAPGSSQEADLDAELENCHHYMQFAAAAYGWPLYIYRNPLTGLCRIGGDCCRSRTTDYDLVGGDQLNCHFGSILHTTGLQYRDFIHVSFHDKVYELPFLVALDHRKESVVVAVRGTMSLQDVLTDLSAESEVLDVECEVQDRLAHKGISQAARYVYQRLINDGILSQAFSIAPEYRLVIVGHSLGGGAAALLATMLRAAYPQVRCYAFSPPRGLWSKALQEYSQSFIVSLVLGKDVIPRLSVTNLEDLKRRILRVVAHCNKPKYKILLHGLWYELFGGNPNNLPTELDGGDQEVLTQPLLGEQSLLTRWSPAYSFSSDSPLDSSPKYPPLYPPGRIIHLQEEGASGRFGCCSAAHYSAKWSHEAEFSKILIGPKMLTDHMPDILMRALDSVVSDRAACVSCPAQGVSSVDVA
phage Ecoli inh: growth loss of phage-infected E. coli, primary screen, RecBCD inhibitor project, absorbance, with phage, HTS | inhibition, % at 11.9 µM | 360,000 compounds, 0.26% hits; in the data active = inhibition above about 11%
HTR5A ag ctr: HTR5A agonists in luminescence cell assay, primary screen, counter-screen for OPRM1-OPRD1 heterodimer agonist project, full-deck HTS; 5-hydroxytryptamine receptor 5A (Homo sapiens), P47898; cell-based; activation, % at 9.3 µM; 340,000 compounds, 0.61% hits; in the data active = activation mostly above about 9.5%, no sharp cut-off; inactive = mostly below about 7.6%;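 also: 0% = cells with vehicle only and 100% = reference agonist; strong numbers were not always called active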
Tat transport: E. coli Tat export inhibitors, primary screen, MC4100, TorA-mCherry reporter, fluorescence, single point; inhibition, % at 10 µM; 340,000 compounds, 0.036% hits;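 active = mean replicate inhibition at least 50% and at least half of replicates individually reaching 50%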;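 also: exported cargo escapes ClpAP degradation while cytoplasmic cargo is degraded and loses fluorescence; 0% = median of neutral control wells and 100% = median of NaSCN control wells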
CDK5 p35 inh: inhibitors of human CDK5/p35 kinase, primary screen, biochemical, single concentration; 330,000 compounds, 0.01% hits; AID 488839, 2010; Cyclin-dependent kinase 5 (Homo sapiens) + Cyclin-dependent kinase 5 activator 1 (Homo …; Recombinant CDK5/p35, ADP-Glo luminescence, 60 min; inhibition, % at 10 µM;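 active = highest replicate inhibition of at least 50% and at least 75% of replicates reaching 50%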;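 also: plate controls were DMSO neutral control for no effect and GW8510 at 10 µM for full effect; many of its hits are not listed in these tables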
PKA-R1A activ: activators of PKA-R1A holoenzyme, primary screen, biochemical, fluorescence polarization, Cy5-IP20, bovine R1A, mouse PKAc; cAMP-dependent protein kinase type I-alpha regulatory subunit (Bos taurus) + …; PKA-R1A dissociation; scaled: DMSO 0%, 113 µM cGMP 100%; activation, % at 11.4 µM; 340,000 compounds, 0.083% hits;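 active = percent activation above the mean of all tested compounds plus 3 SD, cut at about 19% in these data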;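 also: higher means more PKAc released from R1A so a rise in polarization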
* hit, by the source's call; i = inactive; nt = not tested or not shown; + = active, no number.

SMILES	Mot1-301 SUMO	E coli growth	HTR5A inv ag	AddAB inh	PKA-R2B act	DAGLB inhibitor	phage Ecoli inh	HTR5A ag ctr	Tat transport	CDK5 p35 inh	PKA-R1A activ
Cc1ccc(-c2ccc(=O)n(CC(=O)NCCCN3CCCCC3)n2)cc1	-3	-1.1	9	1.1	-9	3	2.2	-4	-7	0.4	-3
CCN(CC)C(=O)CSc1nnc(SC(C)C(=O)NC2CC2)s1 (stereo unspecified)	25	2.0	-3	0.2	6	2	-0.5	1	-3	-0.8	-3
COCc1c(C(=O)N2CCN(S(=O)(=O)c3ccccc3Cl)CC2)oc2ccccc12	47	2.0	9	2.3	5	-5	3.4	-4	4	-0.8	-1
CCCCCCCNC(=O)C1(CC2CC(c3cccc(Br)c3)=NO2)CCNCC1 (stereo unspecified)	-3	2.1	-47	0.0	-20	2	4.2	17	17	0.7	-9
COc1ccc(CCNC(=O)CN(C)S(=O)(=O)c2cccs2)cc1	1	0.5	-7	1.1	2	-1	2.7	3	1	0.4	2
O=[N+]([O-])c1ccc(-c2cnc(SC(c3ccccc3)c3ccccc3)[nH]2)cc1	nt	5.2	-6	1.9	-7	-5	4.2	2	10	-8.1	1
O=C(NCc1cccc(C(F)(F)F)c1)c1cccc(Cl)c1Cl	30	-2.2	11	0.2	-3	-3	5.0	3	-4	1.7	-1
Nc1ccccc1C(=O)Nc1nccs1	4	-1.1	3	0.5	0	-1	-0.1	-1	1	2.1	3
COc1ccccc1-n1ccnc(SCC(=O)NCc2ccccc2Cl)c1=O	220	-0.3	6	0.2	3	-6	0.1	-2	-2	1.0	-10
O=C(Nc1cc(S(=O)(=O)N2CCOCC2)ccc1N1CCCC1)c1ccc2c(c1)S(=O)(=O)c1ccccc1C2=O	-41	-1.1	12	2.9	0	14	-0.9	-4	3	1.1	-6
O=[N+]([O-])c1ccccc1/C=C/C=N/Nc1ccc(S(=O)(=O)Nc2ccc(Cl)cc2)cc1[N+](=O)[O-]	7	0.2	8	-2.2	-9	6	0.2	-3	-5	1.0	-3
Cc1onc(-c2ccccc2Cl)c1C(=O)N1CCCCC1C(=O)O (stereo unspecified)	285	-3.4	0	0.8	-10	-1	-1.1	0	7	-1.4	7
Cc1ccc2c(C(=O)CN3CCSCC3)c(C)[nH]c2c1	i	-1.8	-9	3.8	6	-1	2.8	4	2	0.0	-2
Cc1nn(C)cc1/C=N/NC(=S)Nc1ccc(Cl)cc1Cl	-7	2.4	1	8.1	-6	0	0.0	-2	-8	1.1	-15
COc1cc(C(=O)NCc2nc(C)cs2)ccc1OC1CCN(C(C)=O)CC1	-11	-2.9	-3	2.3	-5	-3	2.1	-1	4	-0.5	-4
CCCc1nn2c(=O)cc(CSCC(=O)Nc3ccc(OC)cc3)nc2s1	539*	2.8	-2	2.5	10	2	4.5	1	-10	-2.2	-1
CCN(CC)c1ccc([N+](=O)[O-])cc1/C=N/NC(=O)CC#N	-11	-1.0	26	1.6	-10	1	2.9	2	0	0.8	-9
CCOC(=O)N(O)c1ccc(C=Cc2ccccc2)cc1	nt	nt	-18	nt	4	0	5.0	5	0	2.3	-5
CCN1CCN(C(=O)c2cc3sccc3n2CC(=O)c2ccccc2)CC1	0	1.2	-25	-1.0	-7	-1	2.3	-6	3	1.8	-19
CC(C)CCNC(=O)CO/N=C/c1ccccc1OC(F)F	14	-1.1	-12	1.4	-16	-3	2.4	-1	2	-0.5	-13
Clc1c(OCCCn2ccnc2)ccc2ccccc12	-12	-4.1	5	-1.2	-1	-4	-0.3	-1	4	1.1	-2
CCOC(=O)N1CCC(N2C(=O)c3ccccc3C2Nc2ccc3c(c2)OCCO3)CC1 (stereo unspecified)	-8	-1.8	-1	2.0	13	3	2.9	0	-2	-0.2	1
CCOC(OCC)c1nc(N)[nH]c(=O)c1CCCCc1ccccc1	nt	nt	-6	nt	-1	1	3.2	2	-3	-0.1	14
O=C(CN1C(=O)c2cccc3cccc1c23)N1CCN(Cc2ccc3c(c2)OCO3)CC1	12	-0.3	2	3.0	-2	1	3.4	0	-5	-0.3	6
O=C(NN1c2ccccc2CCc2ccccc21)c1ccccc1Br	28	-0.3	-16	0.8	1	2	2.5	3	-3	0.3	2
COc1ccc(Cc2nc3ccc(S(=O)(=O)N4CCOCC4)cc3[nH]2)cc1OC	13	-0.7	-10	2.0	-6	0	3.0	5	-1	-0.3	7
CCOC(=O)Cc1csc(SC(C)C(=O)NC2CCCCC2C)n1 (stereo unspecified)	0	-1.0	3	-1.6	4	-5	0.4	-1	3	-1.4	1
CC1CCCCC1NC(=O)CCc1nc2sc3c(c2c(=O)[nH]1)CCCC3 (stereo unspecified)	-3	-0.6	14	-0.8	2	5	1.1	1	3	-1.8	-2
CC1(C)CC(NC(=S)Nc2ccc(S(N)(=O)=O)cc2)CC(C)(C)N1	70	-4.1	-5	2.7	6	0	4.7	2	-9	0.1	-12
O=C(NCCC1CCCCN1S(=O)(=O)c1ccccc1)C(=O)NCc1ccccc1 (stereo unspecified)	4	1.2	-26	-1.7	-4	0	4.8	9	5	1.4	-12
c1ccc2cc(CCO[C@H]3CCCCO3)ncc2c1	53	-1.1	-13	-0.6	-4	-3	3.2	5	5	-0.2	5
O=c1c(Cc2ccc(F)cc2)c(O)ccn1CCc1cnc[nH]1	8	-0.3	-24	-0.8	-6	0	1.7	0	1	-2.3	-1
NC(=O)c1cnn(-c2cc(Oc3ccccc3)ncn2)c1N	80	1.1	-28	-0.7	-3	-4	1.4	8	11	-0.1	-6
O=C(CSc1nccc(-c2ccc(Br)cc2)n1)NCCc1ccccc1	-12	-2.2	10	0.9	-7	-2	5.3	2	-3	-2.2	3
Cc1onc(-c2ccc(Cl)cc2Cl)c1C(=O)/C=C/N(C)C	66	2.2	-16	4.2	7	3	3.2	-2	7	0.7	-6
CCOC(=O)Nc1ccc(S(=O)(=O)Nc2cc(C)nc(C)n2)cc1	6	1.6	-6	-1.6	-8	-2	1.1	3	-14	5.8	-5
COc1ccc(C(=O)N=c2sccn2C)cc1	-5	3.1	31	0.4	-4	-1	2.2	-1	-3	-0.4	-8
O=C(NCc1nc2ccccc2[nH]1)C1=C[C@H](C2CCCCC2)C[C@H](OCCCCO)O1	28	-3.1	-2	0.1	0	-1	3.1	1	-9	-2.3	6
COC(=O)c1ccccc1NC(=O)CN(C)S(=O)(=O)c1ccc(OC)cc1	58	-1.4	4	-0.3	1	-1	3.2	-3	-7	-1.4	-1
CCOc1cc(C(=S)N2CCOCC2)ccc1OS(=O)(=O)c1ccc(C)cc1	-5	2.4	-1	3.6	-10	-2	-0.8	-1	0	-1.1	-9
Cc1ccc(CNC(=O)C(=O)NCC2OCCN2C(=O)c2ccc3c(c2)OCO3)cc1 (stereo unspecified)	10	0.6	-2	-0.5	6	-2	0.8	1	-8	0.3	-1
COc1ccc(NC(=O)C2C3C=CC(O3)C2C(=O)O)cc1 (stereo unspecified)	2	-1.5	-5	0.8	-4	-1	2.5	1	-10	0.5	-3
COCCCNC(=O)C[C@H]1C[C@H](C(=O)N2CCOCC2)[C@@]2(CCC3CCCC3)c3[nH]c4ccc(Cl)cc4c3CCN2C1=O	nt	-0.5	-20	0.4	-2	-3	0.5	6	-3	1.3	-2
COCCNC(=O)C(c1ccncc1)N(C(=O)c1sc(C)nc1C)c1cccc(C)c1 (stereo unspecified)	+	0.2	24	0.4	-1	-3	1.4	-1	-1	-1.0	3
Cc1ccc(C(=O)N/N=C/C=C/c2ccccc2)o1	-4	-0.8	11	-1.2	0	3	1.7	-4	33	-2.5	-2
COc1ccc(NC(=O)CS(=O)(=O)c2ccccc2Cl)cc1	-12	0.5	-9	2.2	1	0	0.5	3	-5	0.5	6
O=C(Nn1c(SCc2ccc(F)cc2)nc2ccsc2c1=O)c1ccccc1	158	-1.1	12	2.0	-7	0	2.9	-4	-2	2.5	-3
Cn1c(=O)n(Cc2ccccc2F)c(=O)c2c1nc1n2CCN1Cc1ccco1	4	-2.0	nt	-1.9	-6	0	2.1	nt	-5	-3.3	-10
COc1ccc(CNC(=O)CSc2nnc3nc(C)cc(C)n23)cc1OC	-9	-0.7	-24	-0.5	-13	0	4.1	5	-14	-0.6	-10
COCCNC(=O)/C=C/c1c(Cl)cccc1Cl	-7	-0.4	13	3.9	-6	1	3.1	5	3	1.5	-12
CCCC(=O)Nc1cccc2c1CCCC2	-10	-0.3	-3	3.2	14	-2	2.6	-5	2	1.3	-2
CC(=O)Oc1ccccc1N(C(C)=O)S(=O)(=O)c1ccc2ccccc2c1	9	-0.7	14	3.8	0	1	4.2	-2	3	1.7	-1

Single records, as listed above.
Results for `CC1(C)CC(NC(=S)Nc2ccc(S(N)(=O)=O)cc2)CC(C)(C)N1` → Mot1-301 SUMO = 70; E coli growth = -4.1; HTR5A inv ag = -5; AddAB inh = 2.7; PKA-R2B act = 6; DAGLB inhibitor = 0; phage Ecoli inh = 4.7; HTR5A ag ctr = 2; Tat transport = -9; CDK5 p35 inh = 0.1; PKA-R1A activ = -12
Results for `CCN(CC)c1ccc([N+](=O)[O-])cc1/C=N/NC(=O)CC#N` → Mot1-301 SUMO = -11; E coli growth = -1.0; HTR5A inv ag = 26; AddAB inh = 1.6; PKA-R2B act = -10; DAGLB inhibitor = 1; phage Ecoli inh = 2.9; HTR5A ag ctr = 2; Tat transport = 0; CDK5 p35 inh = 0.8; PKA-R1A activ = -9
